# Hsp70 activator: switches on Hsp70 transcription; HeLa Hsp70 promoter luciferase reporter, luminescence; scaled: vehicle 0, proteasome-inhibitor control 100%; activation, % at 10 µM; hit rate 0.04% among 200,000;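 active means activation above the mean across all tested compounds plus 3 SD, cutoff set per campaign, cut at about 5.5% in these data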;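 further: 100% = MG132 at 30 µM as the positive control and 0% = DMSO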
# STAT1 inh: inhibitors of IFN-gamma induced STAT1 signaling; NIH 3T3 STAT1-luciferase reporter, luminescence; inhibition, % at 5.5 µM; hit rate 0.35% among 200,000; AID 920;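 active means inhibition above a set limit, the mean inhibition across all tested compounds plus 3 SD, cut at about 34% in these data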;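 further: 0% = IFN-gamma with DMSO and 100% = IFN-gamma with 300 µM nifuroxazide; values of inactives mirror those of a sister screen read the other way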
# APP transl inh: APP translation inhibition; hit rate 0.82% among 190,000; inhibition, % at 2 µM; AID 1285; SH-SY5Y APP 5'UTR-luciferase reporter, luminescence;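 active means inhibition above a set limit, derived from the sample mean plus 3 SD, cut at about 45% in these data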; further: values of inactives mirror those of a sister screen read the other way
# G6PDH counter: L. mesenteroides G6PDH inhibition counter-screen. Purified L. mesenteroides G6PDH, diaphorase/resazurin coupled fluorescence, 45 min. AID 1020. hit rate 0.12% among 200,000. inhibition, % at 5 µM; in the data active means inhibition above about 50%
# TLR4-MyD88 BLA: inhibitors of human TLR4-MyD88 binding | HeLa CL3-4 TLR4/MyD88 BLA complementation, FRET ratio | O00206+Q99836 | inhibition, % at 8.4 µM | hit rate 0.18% among 200,000; in the data active means inhibition above about 25%;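 further: 0% = vehicle and 100% = reference inhibitor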
# Target sequence (O00206 whole entry, looked up): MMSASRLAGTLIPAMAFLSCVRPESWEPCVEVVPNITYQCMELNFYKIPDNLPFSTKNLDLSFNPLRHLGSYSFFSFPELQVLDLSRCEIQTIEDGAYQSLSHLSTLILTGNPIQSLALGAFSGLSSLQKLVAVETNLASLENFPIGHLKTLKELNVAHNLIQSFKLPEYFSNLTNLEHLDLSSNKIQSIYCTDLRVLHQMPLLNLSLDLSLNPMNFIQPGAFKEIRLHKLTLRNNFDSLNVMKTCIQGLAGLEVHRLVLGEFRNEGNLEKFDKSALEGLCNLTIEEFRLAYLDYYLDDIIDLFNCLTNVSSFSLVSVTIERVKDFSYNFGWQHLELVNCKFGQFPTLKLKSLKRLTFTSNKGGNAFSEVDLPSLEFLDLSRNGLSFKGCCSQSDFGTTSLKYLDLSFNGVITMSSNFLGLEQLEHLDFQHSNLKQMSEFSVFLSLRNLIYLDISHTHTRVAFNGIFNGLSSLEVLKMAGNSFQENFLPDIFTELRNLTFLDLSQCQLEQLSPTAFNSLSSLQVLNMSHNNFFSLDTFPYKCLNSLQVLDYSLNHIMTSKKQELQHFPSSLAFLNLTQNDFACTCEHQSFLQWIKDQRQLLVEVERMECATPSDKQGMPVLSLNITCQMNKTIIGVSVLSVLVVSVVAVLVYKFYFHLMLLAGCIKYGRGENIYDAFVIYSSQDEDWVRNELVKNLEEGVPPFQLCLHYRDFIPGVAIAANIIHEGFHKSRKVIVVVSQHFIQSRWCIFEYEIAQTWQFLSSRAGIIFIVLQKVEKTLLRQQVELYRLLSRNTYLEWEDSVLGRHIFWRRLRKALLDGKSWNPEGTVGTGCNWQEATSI
# Target sequence (Q99836 whole entry, looked up): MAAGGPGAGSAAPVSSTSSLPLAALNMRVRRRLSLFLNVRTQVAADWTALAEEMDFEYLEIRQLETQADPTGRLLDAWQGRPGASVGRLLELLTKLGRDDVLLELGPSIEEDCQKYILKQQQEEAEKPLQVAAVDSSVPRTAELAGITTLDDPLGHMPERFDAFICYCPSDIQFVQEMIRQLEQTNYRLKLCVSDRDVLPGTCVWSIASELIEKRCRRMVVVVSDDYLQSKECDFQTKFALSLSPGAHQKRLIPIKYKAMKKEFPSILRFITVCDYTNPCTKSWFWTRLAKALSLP
# STAT3 activator: STAT3 signaling activation. U3A cells, IL-6 STAT3-luciferase reporter, luminescence; 100% = signal with IL-6 EC80 alone. activation (% of control), % at 5.6 µM. hit rate 0.91% among 190,000;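 active means activation above the screen-wide mean of compound activation plus 3 SD, cut at about 130% in these data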;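 further: 0% = background luminescence of wells with medium and substrate only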
#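 Material: STAT3-luciferase reporter U3A cells. Controls: IL-6-treated wells, 100% activation. Read-out: % activation versus median of IL-6-stimulated wells. Probe or stimulus: IL-6 stimulus at 33 ng/mL final. Timing: compound 1 h, then IL-6 6 h at 37 °C. Signal: reporter luminescence signal.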
# Diaphorase act: diaphorase activation or chemical reduction counter-screen; activation factor at 20 µM; hit rate 0.005% among 190,000; Diaphorase/resazurin coupled assay, resorufin fluorescence, 16 min; hits give high values; 1 = vehicle wells, 0 = NADH-free wells;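 active means diaphorase activity raised at least twofold by the compound at 20 µM; inactive means activation factor below 2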
#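 Material: purified diaphorase enzyme from Clostridium kluyveri / Medium: HEPES pH 7.4 buffer with MgCl2 and Tween 20 / Schedule: enzyme reaction of 16 min at room temperature / Measured by: resorufin fluorescence, excitation 544 nm, emission 590 nm / Evaluation: rise in resorufin formation, marking diaphorase activation or chemical reduction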
# STAT3 blocker: inhibitors of IL-6 induced STAT3 signaling. U3A cells, IL-6 STAT3-luciferase reporter, luminescence; host cell line lacks STAT1. inhibition, % at 5.5 µM. hit rate 0.89% among 190,000;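 active means inhibition above the mean inhibition across all screened compounds plus 3 SD, cut at about 44% in these data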;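 further: 0% = DMSO only wells and 100% = 100 µM nifuroxazide control wells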
# Diaphorase inh: inhibits diaphorase or chemically oxidizes, flagging diaphorase assay artifacts. diaphorase resazurin-to-resorufin fluorescence, NADH, 16 min; bacterial (C. kluyveri) enzyme, not human. inhibition, % at 20 µM. hit rate 0.69% among 190,000. AID 1217;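 active means primary screen inhibition at 20 µM above a set limit, cut at about 50% in these data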;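 further: plate controls were DMSO with full reaction for no effect and wells lacking NADH for full effect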
#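 System: Bacterial diaphorase enzyme (C. kluyveri) | Incubation: 16-min room-temperature incubation before reading | Benchmarks: No-NADH positive control and DMSO neutral control | Measured by: Resorufin fluorescence 544/590 nm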
# STAT1 activator: increases IFN-gamma driven STAT1 reporter signal | activation (% of control), % at 5.5 µM | hit rate 2.6% among 200,000 | AID 932 | NIH 3T3 STAT1-luciferase reporter, luminescence; 100% = IFN-gamma alone, no compound;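 active means activation above the screen-wide mean activation plus 3 SD, cut at about 130% in these data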;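 further: raw ratio to IFN-gamma control signal so 100% means no change and 0% no light; values of inactives mirror those of a sister screen read the other way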
# An asterisk follows results filed as active; & = joins results of further samples; ! = repeats disagree.
mol	Hsp70 activator	STAT1 inh	APP transl inh	G6PDH counter	TLR4-MyD88 BLA	STAT3 activator	Diaphorase act	STAT3 blocker	Diaphorase inh	STAT1 activator
COc1cccc(C(=O)Oc2cc(-c3ccccc3)no2)c1	-0.2	0	2	10	-16	105	0.9	1	7	100
CCOc1cc(NS(=O)(=O)c2ccc(NC(C)=O)cc2)c(OCC)cc1NC(=O)c1cccs1	-0.3	8	10	-22	15	92	0.9	8	11	93
Cc1nc(-c2ccc(NC(=O)CC(C)C)cc2)cs1	0.1	-32	-41	1	-14	79	0.9	27	11	129*
CCOC(=O)c1cnc(SCC(=O)c2ccc3c(c2)OCCO3)nc1N	-0.2	-9	-20	-1	-4	101	0.8	5	22	108
COc1ccc(C(=O)O)cc1S(=O)(=O)Nc1cccc(C)c1	-0.4	7	-14	-4	-11	97	1	8	1	94
CC(=O)NC(NC(C)=O)c1ccc(N(C)C)cc1	-0.2	3	12	8	-1	107	0.8	-6	21	97
C1CCC2(CC1)C1=C(CCCC1)Nc1nnnn12	-0.4	6	-9	6	5	85	0.9	21	12	95
CC1CCC(C(C)C)C(OC(=O)Cn2c(-c3ccccc3)[n+](C)c3ccccc32)C1 (centres undefined)	-0.5&-0.4	20&34	-19&-8	5&-18	-3&8	57&66	0.9&0.9	53*!	12&9	82&70
Cc1ccc(NC(=O)Nc2ccc(F)cc2)cc1Cl	-0.1	-21	-69	3	-14	91	1	15	3	119
Cc1nc2ccccc2nc1OCC(=O)NCc1ccc2c(c1)OCO2	-0.1	2	4	4	7	98	0.9	8	12	98
Cc1ccc(S(=O)(=O)N(C)CCCC(=O)Nc2ccncc2)cc1	-0.3	20	18	-1	9	63	0.9	50*	8	82
Cc1ccc(NC(=O)C2CCCN2C(=O)Oc2ccccc2)cc1C (centres undefined)	-0.2	-4	-6	5	-7	98	0.9	7	13	104
O=C(CSc1ccccn1)Nc1nncs1	-0.4	-6	-4	8	-13	100	0.9	3	10	105
CCCCN=C1NN=C(c2ccc3c(c2)OCCO3)CS1	-0.6	21	-80	6	11	76	0.9	32	8	81
CCOC(=O)c1sc(NC(=O)c2cccnc2)c(C#N)c1C	-0.1	-5	-11	10	-12	90	1	13	1	105
CCC(=O)c1ccc(OCc2ccc(C(=O)OC)cc2)cc1	-0.5	-23	-82	2	-8	86	1	18	0	121
OC1(c2ccccc2F)CCN(Cc2nnnn2CCc2ccccc2)CC1	-0.5	0	-10	4	8	99	0.9	0	8	100
COC(=O)C(Cc1c[nH]c2ccccc12)NC(C)=O (centres undefined)	0.7	-3	22	1	-8	102	0.9	-1	5	103
CCOC(=O)c1ccc(-n2c(CN3CCC(O)CC3)nc3ccc([N+](=O)[O-])cc3c2=O)cc1	-0.1	1	1	-2	-8	94	0.9	8	12	99
O=C(CSc1nnc(-c2ccc(O)cc2)n1-c1ccccc1)CC(=O)Nc1ccccc1	-0.1	-4	-1	6	6	106	1	-10	2	104
CCc1ccc(NC(=O)C2CCN(S(=O)(=O)c3c(C)[nH]c(=O)[nH]c3=O)CC2)cc1	-0.1	1	7	5	-9	101	0.9	4	12	99
CCOc1ccc(C(=O)OCc2nnc(-c3cccs3)o2)cc1OC	-0.1	3	0	8	7	102	0.9	2	7	97
COCCOC(=O)C1=C(C)NC2=C(C(=O)CC(C)(C)C2)C1c1cccnc1 (centres undefined)	-0.5	3	-5	14	6	103	0.9	0	6	98
Cc1ccc(S(=O)(=O)N(C)CC(=O)NC2CC(C)(C)NC(C)(C)C2)cc1	-0.1	4	-6	0	1	102	0.9	-2	8	97
CCOC(=O)C1(Cc2ccccc2)CCN(Cc2cnn(-c3ccccc3)c2)CC1	0.0	0	-7	4	1	100	0.9	6	7	98
CCNc1nc(Oc2ccc(F)cc2)cc(C(F)(F)F)n1	-0.2	4	-5	2	6	106	0.9	-2	8	93
COc1ccc(NC(=S)NNC(=O)Cn2nc([N+](=O)[O-])cc2C)cc1	-0.3	-3	-5	2	-8	106	0.9	4	13	103
O=C(CSc1nnnn1-c1cccnc1)Nc1ccc(OCc2ccccc2)cc1	-0.5	5	11	2	-5	99	0.9	8	15	95
CC(=O)N1CCN(C2c3cccc4cccc(c34)C2NS(=O)(=O)c2ccccc2)CC1 (centres undefined)	-0.3	5	-10	-2	3	109	0.8	-4	16	96
COc1ccc(N2CCN(C(=O)c3ccc(C(C)(C)C)cc3)CC2)cc1	-0.1	1	-20	18	-16	99	0.8	2	24	99
Cc1c(NC(=O)CSCc2ccc(Br)cc2)c(=O)n(-c2ccccc2)n1C	-0.3	12	-10	6	-5	95	0.8	8	20	87
O=[N+]([O-])c1c(Nc2ccccc2)ccc2nonc12	-0.3	-6	0	15	-1	106	0.8	-4	17	105
O=C(/C=C/c1cccc([N+](=O)[O-])c1)NC(=S)Nc1cccc(NC(=O)c2ccccc2Cl)c1	-0.2	2	-2	-6	-5	100	0.8	-2	15	100
COc1cc(CN(C)CCc2ccccn2)cc(OC)c1OC	-0.3	0	10	21	6	103	0.9	3	8	102
Cc1cc(C)c(S(N)(=O)=O)c(C)c1N(C)S(=O)(=O)c1ccccc1	-0.1	2	-6	0	-4	93	0.9	14	14	97
CCOC(=O)/C=C1\SCC(=O)N1CC(=O)NC12CC3CC(CC(C3)C1)C2	-0.2	5	11	4	-3	101	0.9	2	12	95
O=C(CNC(=O)c1ccc(S(=O)(=O)N2CCCC2)cc1)N/N=C/c1ccc(F)cc1	-0.1	3	19	5	-11	108	1	-9	3	98
O=C(Nc1ccc(Cl)c(Cl)c1)OCc1cncs1	-0.2	-12	4	2	6	89	0.9	13	12	110
COC(=O)CC1(c2ccccc2)C(=O)c2ccccc2C1=O	-0.1	8	-14	-2	-4	97	0.9	4	8	92
COc1ccc(OC)c(C2N(c3cc(C)on3)C(=O)C3CCCN32)c1 (centres undefined)	-0.1	9	-16	9	-1	102	0.9	0	8	92
Cc1cc([N+](=O)[O-])ccc1-c1ccc(/C=N/NC(=O)Cc2ccccc2)o1	0.0	-4	10	-48	-18	97	0.9	6	12	104
COc1cc(CNC(C)(C)CO)cc(Br)c1OCc1ccccc1	0.1	3	-24	11	13	97	1	9	5	96
COc1ccccc1NC(=O)C(CC=C(Cl)Cl)C(C)=O (centres undefined)	-0.2	-5	5	9	-13	100	1	4	-3	104
COc1ccc(OC)c(C(c2nnnn2CCC(C)C)N2CCN(C(=O)c3ccco3)CC2)c1 (centres undefined)	0.0	-1	14	3	-5	100	0.8	5	17	101
CC(C)COC(=O)CCn1[nH]c(=O)c2ccccc2c1=O	-0.4	-3	-19	3	-8	101	0.9	2	14	103
CC(NC(=O)Cn1cnnn1)C12CC3CC(CC(C3)C1)C2 (centres undefined)	-0.3	-8	3	9	-17	98	0.9	9	11	107
Cc1cccc(C)c1-n1c(C)cc(/C=C2\NC(=O)NC2=O)c1C	-0.4	1	-8	6	1	102	0.8	1	19	101
N#CC1=C(Nc2ccccc2)SC=C(c2ccc(F)cc2)N=C1N1CCOCC1	-0.1	5	-5	3	15	99	0.9	5	5	95
CCN(C(=O)COC(=O)c1c(C)nn(-c2ccccc2)c1C)C1CCS(=O)(=O)C1 (centres undefined)	0.0	-28	-32	-1	-7	113	1	-5	2	123
O=C(c1cc([N+](=O)[O-])ccc1N1CCCCC1)N1CCc2ccccc21	-0.5	3	42	2	-9	106	0.8	-1	17	97
CCOC(=O)CNS(=O)(=O)c1ccc(S(=O)(=O)N2CCCC2)cc1	-0.1	5	-14	0	-15	100	0.9	2	12	96
CCCCCCNC(=O)Nc1ccccc1	-0.2	-15	-14	-1	-8	100	0.8	4	15	114
CC(C)[C@H](NC(=O)c1ccccc1)C(=O)OCc1nnc(-c2ccccc2)o1	0.0	5	15	0	7	96	1	9	4	95
O=S(=O)(c1ccc(Br)s1)N1CCC(Cc2ccccc2)CC1	0.1	-4	-18	4	5	111	1	-10	-2	104
CC(C)OC(=O)CCC(=O)Nc1ccc(F)cc1	0.5	6	-3	3	7	97	0.9	6	12	94
CS(=O)(=O)N1CCN(C(=O)c2cc(-c3cccnc3)nc3ccc(Cl)cc23)CC1	-0.3	-5	-8	5	7	100	1.1	6	-8	103
CC1(C)CC(=O)c2c(nn(-c3ccccc3)c2N)C1	-0.3	-8	8	4	5	104	1	0	2	107
Cc1cccc(NC(=O)Nc2ccc3c(c2)N(C)C(=O)CS3)n1	0.0	-22	-22	1	-5	94	0.7	12	27	120
O=c1ccccn1Cc1c(Cl)cccc1Cl	-0.3	-4	-19	7	-2	107	0.9	-5	6	103
Cc1nnc(Nc2ccc(Cl)c(C(F)(F)F)c2)[nH]c1=O	-0.3	4	-30	10	20	113	0.9	-11	8	96

# Further compounds
mol	Hsp70 activator	STAT1 inh	APP transl inh	G6PDH counter	TLR4-MyD88 BLA	STAT3 activator	Diaphorase act	STAT3 blocker	Diaphorase inh	STAT1 activator
N#Cc1cnc(Sc2ccccc2)nc1	0.0	15	5	6	5	102	1	4	4	86
CCOc1ccc(NC(=O)CSc2nnc(CNC(=O)c3ccco3)o2)cc1	-0.2	2	17	4	-2	106	0.9	-4	15	96
COc1ccc(C(=O)NCc2cn3ccsc3n2)cc1OC	-0.3	2	12	-2	13	105	0.9	-1	13	98
N=C1C(c2nc3ccccc3s2)=C(O)CN1NC(=O)c1ccccc1[N+](=O)[O-]	-0.3	-6	-5	6	-8	100	1.2	6	-19	103
CC1(C)CC(=O)c2cnc(N)nc2C1	-0.1	4	13	4	-7	96	1	9	-5	97
O=C1C2C3C=CC(C3)C2C(=O)N1/N=C/c1ccc(-c2ccccc2[N+](=O)[O-])o1 (centres undefined)	-0.1	-5	-22	20	9	118	0.7	-20	31	104
COc1ccc(C(=O)Oc2cc(/C=N/NS(=O)(=O)c3ccc(C)cc3)ccc2OC)cc1	-0.3	-2	8	0	0	102	0.7	5	31	102
COc1ccc(OC)c(/C=C2\S/C(=N/NC(=O)c3ccc4ccccc4c3)NC2=O)c1	-0.3	4	12	16	0	93	0.7	7	26	96

# Compound activity as filed in PubChem.
